# Compound activity deposited in PubChem BioAssay by National Center for Advancing Translational Sciences (NCATS).
# Vif-A3G inh – qHTS for Inhibitors of Vif-A3G Interactions: qHTS; 0.076% of 410,000 active; DNA dC->dU-editing enzyme APOBEC-3G (Homo sapiens), Q9HC16; Potency, µM (top dose mostly 46.1 µM), inactives show top-dose activity, negative = active, hits mostly inhibitors; HeLa A3G-eYFP + Vif (tagged APOBEC3G with the HIV-1 protein that degrades it), YFP fluorescence, overnight;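 note: potency is the fitted concentration of half-maximal effect; % is set by controls: 0 for no effect and ±100 for the full control effect; nearly all actives have a fitted effect of over 60% in size; hits raise eYFP signal because A3G escapes Vif-driven loss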
#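 HeLa cells stably expressing Vif and C-terminally eYFP-tagged A3G, seeded overnight at 37 deg C, then exposed to compound by pintool overnight at 37 deg C. Rise in yellow fluorescence (Ex 488/Em 500-530, Acumen) marks blocked Vif-driven A3G degradation.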
# RXFP1 ag – qHTS Assay for Agonists of the Relaxin Receptor RXFP1; Relaxin receptor 1 (Homo sapiens), Q9HBX9; HEK293T-RXFP1 cAMP TR-FRET, 30 min; response scale: percent of porcine relaxin response, buffer zero; Potency, µM (series often up to 57.5 µM), without a hit: at the highest dose activation, actives largely listed as activators; 0.3% of 370,000 active; AID 2676, 2010; note: potency is the fitted concentration of half-maximal effect; % is set by controls: 0 for no effect and ±100 for the full control effect; nearly all actives have a fitted effect of over 60% in size; many of its hits are not listed in these tables
#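 cAMP rise read by TR-FRET after 30 min, 37C compound exposure (up to 58 uM) in RXFP1-transfected HEK293 cells with Ro 20174 present. EC50 from Hill-equation fits, with 29 nM porcine relaxin as 100% and buffer as basal.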
# LDHA block – qHTS assay for inhibitors of human lactate dehydrogenase. L-lactate dehydrogenase A chain (Homo sapiens), P00338. purified LDHA, NADH/diaphorase-resazurin fluorescence; stronger effect = lower value. activity change, % (values are at about 110 or 230 µM). 0.15% of 480,000 active. AID 1347041, 2019; in the data active = activity change below about -30%; inconclusive = mostly about -25% to -30%;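 note: plate controls were DMSO wells for no effect and wells without enzyme for full effect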
#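 Enzyme activity of human lactate dehydrogenase 5 (2 nM; 0.06 mM NADH, 0.2 mM pyruvate, 5 min, RT) is measured via a resazurin/diaphorase fluorescence readout of residual NADH.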
# PI4K2A inh – qHTS for small molecular inhibitors of PI4K2A | 0.13% of 420,000 active | purified PI4K2A, ADP-Glo luminescence, 1 h; stronger effect = lower value | activity change, negative = inhibition, % at 76.9 µM | Phosphatidylinositol 4-kinase type 2-alpha (Homo sapiens), Q9BTU6; in the data active = activity change below about -50%; inconclusive = mostly about -30% to -49%;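 note: -100% = wells without enzyme as full effect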
# Target sequence (Q9BTU6 whole entry, looked up): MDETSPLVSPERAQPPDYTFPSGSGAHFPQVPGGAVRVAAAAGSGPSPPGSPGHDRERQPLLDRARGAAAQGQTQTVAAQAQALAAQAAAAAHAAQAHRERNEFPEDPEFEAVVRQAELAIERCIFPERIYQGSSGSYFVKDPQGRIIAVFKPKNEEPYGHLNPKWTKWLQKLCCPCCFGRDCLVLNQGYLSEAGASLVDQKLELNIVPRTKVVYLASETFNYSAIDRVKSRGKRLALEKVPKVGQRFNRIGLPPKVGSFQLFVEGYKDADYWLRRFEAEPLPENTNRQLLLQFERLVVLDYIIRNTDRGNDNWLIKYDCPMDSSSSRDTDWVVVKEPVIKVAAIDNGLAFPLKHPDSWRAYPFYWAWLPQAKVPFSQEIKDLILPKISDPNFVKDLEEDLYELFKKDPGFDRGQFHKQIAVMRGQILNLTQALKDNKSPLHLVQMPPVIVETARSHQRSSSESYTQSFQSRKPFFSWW
#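 Compounds are screened against recombinant PI4K2A using PI as substrate and ATP, the latter dispensed at 300 microM. Reactions run one hour at ambient temperature before ADP-Glo detection; full inhibition defined by wells lacking enzyme.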
# TrxR1 substrate – qHTS Assay for Substrates of Mammalian Selenoprotein Thioredoxin Reductase 1 (TrxR1): qHTS. Thioredoxin reductase 1, cytoplasmic (Rattus norvegicus), O89049. 0.01% of 390,000 active. purified TrxR1 substrate turnover, NADPH consumption readout. Potency, µM (top dose mostly 114 µM), inactives show top-dose activity change, negative = substrate turnover; note: potency is the fitted concentration of half-maximal effect; % is set by controls: 0 for no effect and ±100 for the full control effect; nearly all actives have a fitted effect of over 50% in size
# Target sequence (O89049 whole entry, looked up): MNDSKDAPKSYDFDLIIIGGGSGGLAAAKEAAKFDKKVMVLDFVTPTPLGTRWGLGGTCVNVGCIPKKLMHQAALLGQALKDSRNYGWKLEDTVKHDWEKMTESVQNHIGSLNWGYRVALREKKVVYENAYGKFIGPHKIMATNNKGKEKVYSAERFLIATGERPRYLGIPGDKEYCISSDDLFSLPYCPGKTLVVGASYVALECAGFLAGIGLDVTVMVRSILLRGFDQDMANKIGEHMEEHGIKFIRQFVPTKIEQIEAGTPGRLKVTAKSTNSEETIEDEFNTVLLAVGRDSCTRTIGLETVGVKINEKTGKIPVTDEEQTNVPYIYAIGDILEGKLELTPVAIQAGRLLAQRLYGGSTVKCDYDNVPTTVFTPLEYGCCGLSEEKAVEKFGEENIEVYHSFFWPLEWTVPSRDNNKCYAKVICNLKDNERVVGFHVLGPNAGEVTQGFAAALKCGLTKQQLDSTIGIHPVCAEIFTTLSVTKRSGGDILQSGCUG
#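 Rat TrxR1, dispensed at 90 nM, was prereduced with 400 uM NADPH (final) for 5 min at ~22 deg C, then incubated with compound 15 min before 400 uM selenite. A first-read NADPH fluorescence drop versus no-compound background flagged substrates.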
# USP1 inh – Inhibitors of USP1/UAF1: Primary Screen | Ubiquitin carboxyl-terminal hydrolase 1 (Homo sapiens), O94782 | recombinant USP1/UAF1, Ub-Rhodamine cleavage fluorescence | Potency, µM (titrated, usually from 57.1 µM), for inactives: at the top dose activity change, negative = inhibition, usual class: inhibitors | 0.23% of 390,000 active; note: potency is the fitted concentration of half-maximal effect; % is set by controls: 0 for no effect and ±100 for the full control effect; nearly all actives have a fitted effect of over 60% in size; inactives centre near -12
#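 USP1/UAF1 complex (1 nM) preincubated 15 min at room temperature with compound, then Ub-Rho substrate (150 nM final) added. Kinetic fluorescence at 480/540 nm over 6 reads at 60 s intervals; 50 mM HEPES pH 7.8, 0.5 mM EDTA, 0.1 mg/ml BSA, 1 mM TCEP, 0.01% Tween-20.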
# GRP78 ERSR act – qHTS for Inducers of the Endoplasmic Reticulum Stress Response (ERSR) in Human Glioma: qHTS; Potency, µM, for inactives: at the highest dose activation, usual class: activators; U87-MG GRP78 promoter luciferase reporter, 16 h; 0.02% of 420,000 active; note: potency is the fitted concentration of half-maximal effect; series mostly up to about 76 µM; % of control where 0% means no effect; nearly all actives have a fitted effect of over 35% in size
#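 Stably transfected U87-MG human glioma cells carrying a GRP78-based luminescent sensor were seeded at 1000 cells/well, pin-dosed with compounds and incubated 16 h. Luciferase reagent was then added, and end-point luminescence was read after 10 min at room temperature.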
# mIDH1 inhibitor – qHTS for Inhibitors of mutant isocitrate dehydrogenase 1 (IDH1): qHTS. Isocitrate dehydrogenase [NADP] cytoplasmic (Homo sapiens), O75874. IDH1-R132H enzyme, NADPH consumption, diaphorase/resazurin fluorescence. Potency, µM (doses to about 76.6 µM), for the others: top-dose activity change, negative = inhibition, most hits filed as inhibitors. 0.093% of 390,000 active; note: potency is the fitted concentration of half-maximal effect; % is set by controls: 0 for no effect and ±100 for the full control effect; nearly all actives have a fitted effect of over 65% in size
#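 IDH1-R132H (0.5 ug/mL) preincubated 30 min with compound, then NADPH (0.016 mM) and alpha-KG (2 mM) added; 80 min at RT, pH 7.5. Remaining NADPH coupled via diaphorase/resazurin to fluorescence (540/590 nm); concentration-response curves normalized to no-enzyme control.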
# Vif-A3F inh – qHTS for Inhibitors of Vif-A3F Interactions: qHTS; Potency, µM (series often up to 46.1 µM), inactives show top-dose activity, negative = active; 0.2% of 390,000 active; HeLa A3F-eYFP + Vif (tagged APOBEC3F with the HIV-1 protein that degrades it), YFP fluorescence increase; AID 602313, 2012; note: potency is the fitted concentration of half-maximal effect; % of control where 0% means no effect; nearly all actives have a fitted effect of over 65% in size
#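 HeLa cells stably expressing Vif plus C-terminally eYFP-tagged A3F were seeded, incubated overnight at 37 deg C, dosed with compound, incubated overnight again at 37 deg C. Yellow fluorescence (Ex 488/Em 500-530) reported blocked Vif-mediated A3F-eYFP degradation.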
# Active calls of the source: *; ? = inconclusive; nt = not tested or not shown; & = joins results of further samples; [ ] = dose if it differs, or a comment. Unless noted, calls come from the whole dose curve; as a rule, active = well fitted curve in the direction sought with a large enough effect; inconclusive = small, poorly fitted or top-dose-only effect, or another doubt; inactive = no such curve, though single readings can be large; an effect the other way counts as inactive or inconclusive.
SMILES,Vif-A3G inh,RXFP1 ag,LDHA block,PI4K2A inh,TrxR1 substrate,USP1 inh,GRP78 ERSR act,mIDH1 inhibitor,Vif-A3F inh
N#C/C(=C(/O)c1ccco1)c1nc2ccccc2[nH]1,-5%,-0.7%,1,1,2%,-19%,5%,-8%,3%
CCCCOC(=O)Cn1c(=O)c2c(nc(Br)n2Cc2ccccc2)n(C)c1=O,1%,2.1%,-15,2,8%[57.1 µM],-4%,-2%,0%,10%
COc1ccccc1C(=O)NCCC(=O)NCc1ccccn1,-1%,0.4%,-1,3,2%,-15%,-2%,-2%,8%
CCN(CC)C(=O)C1CCCN(Cc2ccccc2F)C1 (stereo not drawn),-1%,0.2%,-15,2,5%,-18%,-3%,3%,1%
CCn1ccnc1CNC(=O)C1CCC(=O)N(Cc2ccccc2F)C1 (stereo not drawn),0%,-1.7%,-7,0,-1%,6%,-3%,-5%,-5%
CCc1cc(C(=O)N=Nc2c(O)[nH]c3c(Br)cc(Br)cc23)c2ccccc2n1,-22%,1.0%,-9,-1,7%[57.1 µM],-15%,-1%,-4%,?
C/C=C/C=C\C(=O)Nc1cccc(C2=NOC3(C2)C[C@H](C(N)=O)N(C(=O)/C=C/C)C3)c1 (stereo partly drawn),1%,-0.4%,-3,-26,8%,-16%,0%,-6%,3%
O=C(Nc1ccc(S(=O)(=O)N2CCCC2)cc1Cl)C1=COCCO1,2%,0.6%,-5,1,10%,-18%,-2%,2%,-11%
O=C(CN1CC(=O)Oc2ccccc21)OCC(=O)c1cccc(Br)c1,2%,-1.4%,3,7,-2%,-11%,-2%,0%,-5%
c1cncc(-c2nn3c(Cn4nnc5ccccc54)nnc3s2)c1,-2%,?,3,-4,2%,-5%,-1%,0%,-2%
Cc1ccc(F)cc1NS(=O)(=O)c1ccc(Cl)s1,7%,-2.1%,-4,-1,0%,-14%,-4%,1%,-3%
COc1cc(C(=O)NC(c2ccccc2)c2ccccc2)cc(Cl)c1OC,0%,1.3%,-4,2,-8%,-19%,-5%,7%,-8%
C=CCc1ccc(OCC(O)CN2CCC(Cc3ccccc3)CC2)c(OC)c1 (stereo not drawn),-1%,-0.1%,-4,0,12%[57.1 µM],-1%,-3%,4%,5%
Cc1ccc(S(=O)(=O)N2CCN(C(=O)CN3CCN(C)CC3)C2)cc1,0%,2.2%,-8,3,2%,-22%,8%,9%,-7%
CCc1ccc(NC(=O)c2cc(=O)c3ccc(C)c(C)c3o2)cc1,?,-0.9%,2&-7,-8,-7%,-21%,-5%,1%,-16%

# Taken from the entries so far for reference:
SMILES,Vif-A3G inh,RXFP1 ag,LDHA block,PI4K2A inh,TrxR1 substrate,USP1 inh,GRP78 ERSR act,mIDH1 inhibitor,Vif-A3F inh
Cc1ccc(S(=O)(=O)N2CCN(C(=O)CN3CCN(C)CC3)C2)cc1,0%,2.2%,-8,3,2%,-22%,8%,9%,-7%
CCc1ccc(NC(=O)c2cc(=O)c3ccc(C)c(C)c3o2)cc1,?,-0.9%,2&-7,-8,-7%,-21%,-5%,1%,-16%

# New compounds follow.
SMILES,Vif-A3G inh,RXFP1 ag,LDHA block,PI4K2A inh,TrxR1 substrate,USP1 inh,GRP78 ERSR act,mIDH1 inhibitor,Vif-A3F inh
CCCN1CCN(C(=O)Cn2nc(CC)n3c(cc4sccc43)c2=O)CC1,0%,9.3%,-6,1,-12%,-3%,0%,-13%,-10%
CC12CC3CC1C(C(=O)O2)C3C(=O)O (stereo not drawn),-1%,nt,-1,0,13%[57.1 µM],3%,-2%,3%,11%
CCN(CC)C(=S)NCCc1ccccc1,-1%,1.6%,-2,7,2%,-9%,-1%,2%,16%
COc1cccc(OC)c1C(=O)Nc1cccc(C(=O)Nc2cccc(C(=O)O)c2)c1,-5%,0.0%,-4,0,-16%,-6%,-3%,17%,-5%
Cc1ccc(Cn2ccnc2SCC(=O)Nc2ccccc2C(F)(F)F)cc1,6%,0.4%,1,-4,1%[57.1 µM],-19%,-4%,8%,0%
COc1ccccc1C(=O)NCCC(=O)Nc1ccc(S(=O)(=O)Nc2ncccn2)cc1,8%,6.3%,-4,-9,8%,-14%,0%,-6%,-16%
Fc1ccc(C(Nc2ccccn2)c2c[nH]c3ccccc23)cc1 (stereo not drawn),-15%,-2.1%,-9,-2,5%,-12%,-5%,-3%,-1%
O=C(COc1ccc(Cl)cc1)NCc1nnc(SCC(=O)N2CCCC2)o1,-7%,-0.3%,1,-3,3%,-18%,-1%,-5%,5%
Cc1cc(Br)ccc1NC(=O)CN(C)C(=O)c1ccccc1OCc1c(C)noc1C,0%,nt,8&-4,1,nt,-23%,-5%,-2%,-2%
CCC1CCc2nc3sc(C(=O)Nc4cccc(F)c4)c(N)c3cc2C1 (stereo not drawn),-16%,8.1%,-2,-4,53%[activator],10%,-2%,-14%,-11%
Cc1ccc(C)c(C(O)c2ncc(-c3cccc4ccccc34)[nH]2)c1 (stereo not drawn),-7%,nt,-9,-4,nt,nt,-7%,nt,nt
O=c1c(Cl)c(N/N=C/c2ccc(Br)cc2)cnn1-c1ccccc1,-21%,0.5%,-7,3,25%,-22%,-13%,-5%,?
COc1ccc(-n2cccc2/C=C2/NC(=O)N(c3cccc(Cl)c3)C2=O)cc1,1%,-2.6%,-15,1,-12%,-1%,0%,2%,-14%
Cc1noc(C)c1C(=O)OCC(=O)Nc1ccc(N2CCOCC2)cc1,3%,nt,-5,-3,-1%,1%,-2%,-1%,0%
CCc1nc2ccc(C(=O)Nc3cccc(OC)c3)cn2c1N(CCC(C)C)CCN(C)C,0%,nt,-2,1,nt,nt,-2%,nt,nt
COc1cc(CN2CCN(S(=O)(=O)c3ccccc3)CC2)cc(OC)c1OC,0%,3.6%,?,-3,-7%,0%,-3%,-5%,0%
Cc1ccc(-c2nnn(CC(=O)N(CC3CCCO3)C(C(=O)NC(C)(C)C)c3ccc(F)cc3)n2)o1 (stereo not drawn),-1%,1.1%,-5,-1,-6%,-22%,-2%,6%,-1%
COCOc1cccc(CN2CCC(C)(Oc3cccc(C#N)c3)C2)c1 (stereo not drawn),6%,nt,5,-7,nt,nt,-3%,nt,nt
CCCCCN(C(=O)CCC(=O)OC(C)C(=O)Nc1ccccc1C)c1c(N)n(CCCC)c(=O)[nH]c1=O (stereo not drawn),-4%,nt,-4,1,nt,4%,-3%,2%,-8%
CC(=O)Nc1ccc(S(=O)(=O)N2CCC(c3nc4ccc(C)cc4[nH]3)CC2)cc1,-1%,-0.3%,-1,3,0%,-13%,-2%,-3%,3%
NS(=O)(=O)c1ccc(N/N=C/c2ccc(O)cc2O)c([N+](=O)[O-])c1,10%,-1.2%,-8,-5,-4%,-12%,0%,13%,-3%
CC(C)CCn1c(=O)[nH]c2ccccc21,-5%,2.2%,-11,-1,-5%,-13%,?,9%,-4%
CCc1c(C)nc2c(C#N)c[nH]n2c1=O,-1%,2.0%,1,3,4%,-19%,1%,7%,-17%
COc1cc(C#Cc2ccc3cc(CCCO)oc(=O)c3c2)cc(OC)c1,-21%,4.6%,-6,1,49%[activator],-23%,4%,1%,?
CC1CCN(C(C)C(=O)Nc2ccccc2-c2ccccc2)CC1 (stereo not drawn),-5%,1.5%,-16,-6,12%[57.1 µM],-11%,1%,6%,-3%
Cc1ccc(Sc2cnccc2C#N)cc1,-6%,0.0%,-5,6,-8%,-14%,-3%,-2%,0%
O=C(NCc1ccccc1CN1CCCC1)c1cccc(S(=O)(=O)N2CCOCC2)c1,3%,2.3%,-9,1,3%,-19%,-3%,4%,1%
CC(C)[C@H](NC(=O)Nc1cccc(Br)c1)C(=O)O,-1%,-1.5%,-2,-1,3%,-14%,-7%,4%,-5%
Clc1ccc(N/N=C/c2cccs2)nn1,-4%,0.3%,-2,-1,5%[57.1 µM],-4%,1%,2%,-19%
Cc1cc(C)c2c(-n3cccc3)c(NC(=O)OCc3ccccc3)sc2n1,-1%,1.6%,-2,2,4%[57.1 µM],-10%,-4%,-1%,3%
CC(C)Oc1ccccc1C1NC(=O)CCC1[N+](=O)[O-] (stereo not drawn),2%,-1.0%,-12,0,-6%,-24%,-3%,0%,-2%
Cc1ccc(Cl)cc1N1CCN(C(=O)c2ccc(CS(=O)Cc3ccc(Cl)cc3)o2)CC1 (stereo not drawn),-2%,3.1%,-1,8,-1%,-23%,-8%,2%,19%
CCN1C(=O)CC(N2CCN(CC(=O)NC(C)C)CC2)C1=O (stereo not drawn),0%,-1.0%,0,4,5%,-10%,-4%,8%,2%

# The list is partial (hit frequency here may not be typical).
